High-throughput results (PubChem BioAssay)
EBI2 block = EBI2 receptor antagonists, beta-arrestin recruitment, primary screen, cell-based, luminescence, 7a,25-OHC stimulation, uHTS; 7a,25-OHC stimulated; inhibition, % at 5 µM; 360,000 tested, 0.81% active; AID 651636, 2012; in the data active = inhibition above about 38%;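 note: enzyme fragment complementation signal reports receptor beta-arrestin coupling in cells; 0% = agonist plus DMSO wells and 100% = wells without agonist; some results beyond the cut were filed as inactive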
MPTP block = mitochondrial permeability transition pore inhibitors, primary screen, biochemical, isolated mouse mitochondria, absorbance; Ca2+ swelling absorbance, 30 min; inhibition, % at 10 µM; 360,000 tested, 1.4% active;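 active = inhibition of 50% or more, scaled per plate between neutral and stimulator controls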;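 note: 0% = DMSO wells given calcium and 100% = 1 mM EGTA wells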
Gli-Sufu block = Gli-Sufu pathway antagonists, primary screen, luciferase luminescence, Sufu-KO-LIGHT cells, uHTS. Sufu-KO-LIGHT fibroblasts, Gli luciferase reporter luminescence. inhibition, % at 5 µM. 340,000 tested, 0.74% active. AID 588413, 2011;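 active = inhibition above about 55%, limit read from the data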;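 note: 0% = DMSO-treated cells and 100% = wells with medium but no cells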
CCR6 antag = CCR6 receptor antagonists, primary screen, cell-based, CHO-K1, luminescence, beta-arrestin, uHTS | AID 493098, 2011 | C-C chemokine receptor type 6 (Homo sapiens), P51684 | 340,000 tested, 0.49% active | CHO-K1 CCR6 PathHunter beta-arrestin, CCL20-stimulated | inhibition, % at 20 µM;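 active = compounds whose inhibition of the agonist-driven luminescence signal at 20 µM reaches about 50%, limit read from the data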;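 note: cells stimulated with CCL20 at 14 nM final; plate controls were DMSO with CCL20 for no effect and DMSO without agonist for full effect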
A3G deaminase = APOBEC3G DNA deaminase inhibitors, primary screen, biochemical, fluorescence, single-stranded DNA substrate, uHTS | AID 493012, 2011 | inhibition, % at 20 µM | DNA dC->dU-editing enzyme APOBEC-3G (Homo sapiens), Q9HC16 | recombinant A3G, ssDNA deamination FAM/TAMRA fluorescence | 330,000 tested, 0.28% active;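 active = inhibition of at least 40% at 20 µM, with no more than 30% in the related APOBEC3A deaminase screen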;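 note: plate controls were DMSO wells with A3G for no effect and wells lacking A3G enzyme for full effect; some compounds called inactive have numbers as strong as hits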
Target sequence (Q9HC16 whole entry, looked up): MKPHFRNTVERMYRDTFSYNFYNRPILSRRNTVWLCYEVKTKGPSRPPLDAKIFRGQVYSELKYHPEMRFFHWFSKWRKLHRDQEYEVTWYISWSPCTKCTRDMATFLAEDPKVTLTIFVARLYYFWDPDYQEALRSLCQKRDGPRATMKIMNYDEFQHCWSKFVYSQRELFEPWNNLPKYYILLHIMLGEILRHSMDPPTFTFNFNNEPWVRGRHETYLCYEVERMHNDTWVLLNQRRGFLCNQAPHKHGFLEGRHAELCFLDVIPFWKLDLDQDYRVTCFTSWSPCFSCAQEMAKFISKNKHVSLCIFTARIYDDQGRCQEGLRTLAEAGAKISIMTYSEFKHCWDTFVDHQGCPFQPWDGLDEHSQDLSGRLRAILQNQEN
CXCR6 inh = CXCR6 receptor inhibitors, primary screen, cell-based, beta-arrestin, luminescence, CHO-K1 PathHunter, 1536-well; 360,000 tested, 0.36% active; AID 602244, 2012; C-X-C chemokine receptor type 6 (Homo sapiens), O00574; inhibition, % at 20 µM; in the data active = inhibition above about 34%, passing the limit was not always enough;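 note: antagonist mode with CXCL16 agonist at 10 nM final; 0% = 10 nM CXCL16 with DMSO and 100% = unstimulated wells without agonist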
Target sequence (O00574 whole entry, looked up): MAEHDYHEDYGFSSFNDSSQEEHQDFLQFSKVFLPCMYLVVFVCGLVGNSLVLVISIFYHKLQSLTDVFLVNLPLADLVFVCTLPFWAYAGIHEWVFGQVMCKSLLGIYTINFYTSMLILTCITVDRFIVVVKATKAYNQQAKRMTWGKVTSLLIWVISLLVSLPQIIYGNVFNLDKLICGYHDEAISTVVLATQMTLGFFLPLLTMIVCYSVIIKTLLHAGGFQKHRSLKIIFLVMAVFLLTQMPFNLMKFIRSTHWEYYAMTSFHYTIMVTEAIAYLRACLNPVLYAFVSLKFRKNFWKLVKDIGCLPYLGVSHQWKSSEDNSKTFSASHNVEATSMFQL
GRIN3A LBD mod = binders of NR3A ligand-binding domain, primary screen, biophysical, differential scanning fluorimetry, uHTS; 340,000 tested, 2.5% active; Glutamate receptor ionotropic, NMDA 3A (GRIN3A) ligand-binding domain; AID 1259313, 2017; NR3A LBD differential scanning fluorimetry, Tm shift; 0% = protein alone, 100% = glycine-bound protein; Tm shift relative to glycine control, % at 25 µM;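 active = melting temperature shift of at least 10% of the positive control shift, at one fixed dose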
APOBEC3A inh = APOBEC3A ssDNA deaminase inhibitors, primary screen, selectivity assay for APOBEC3G inhibitor project, biochemical, FAM/TAMRA oligo cleavage fluorescence; DNA dC->dU-editing enzyme APOBEC-3A (Homo sapiens), P31941; 330,000 tested, 0.41% active; recombinant A3A, FAM/TAMRA ssDNA deamination fluorescence; inhibition, % at 20 µM; AID 493011, 2011;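 active = at least 40% inhibition at 20 µM here, with at most 30% in a related deaminase screen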;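 note: plate controls were A3A with DMSO for no effect and wells lacking A3A enzyme for full effect; some results filed as inactive read as strong as hits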
* hit, by the source's call; x = no result given.

[1] Cc1c(C(=O)c2ccc(Cl)cc2Cl)cnc2cc3c(cc12)OCO3
[2] Cc1csc(CCc2nc(C)cs2)n1
[3] COc1cc(/C=C2\SC(=S)N(NS(=O)(=O)c3ccccc3)C2=O)cc(OC)c1OC
[4] O=C(Cn1ccc2ccccc2c1=O)NCCC(=O)N1CCN(c2ccccc2)CC1
[5] CC1Sc2ccc(S(=O)(=O)N3CCC(C(=O)Nc4ccc(Cl)cc4)CC3)cc2NC1=O (centres undefined)
[6] COc1ccc(C)cc1Nc1n[n+](-c2ccccc2)c(-c2ccc(C(=O)O)cc2)s1
[7] Cc1cnc(NC(=O)c2ccco2)s1
[8] CC(OC(=O)CCN1C(=O)C2CC=CCC2C1=O)C(=O)Nc1ccc(F)cc1 (centres undefined)

assay / compound	1	2	3	4	5	6	7	8
EBI2 block	9.8	-3.1	-2.6	-6.3	27.0	-1.1	-6.8	3.4
MPTP block	-0.1	16.5	5.2	-0.3	98.7*	-0.2	-1.3	0.3
Gli-Sufu block	-1.6	17.3	4.6	-19.1	69.2*	-1.7	32.8	-15.4
CCR6 antag	15.1	-8.7	18.1	2.0	5.1	7.9	11.8	3.5
A3G deaminase	-4.7	-5.1	-6.4	-6.8	-5.7	-16.2	-2.8	x
CXCR6 inh	1.3	1.8	11.9	-7.1	-29.2	-7.3	-4.5	0.2
GRIN3A LBD mod	-0.2	-0.2	-8.1	-0.4	9.5	-0.4	-0.8	0.5
APOBEC3A inh	-6.9	-0.6	-3.4	-3.5	-4.8	-3.7	-2.9	x

[9] COc1cccc(CNC(=O)CCNC(=O)c2ccco2)c1
[10] COc1ccc(CNC(=O)c2cc3c(s2)CS(=O)C3)cc1 (centres undefined)
[11] COc1cccc(NC(=O)CNCc2ccccc2)c1
[12] O=C(C[n+]1ccc(-c2nnc3n2CCC3)cc1)c1ccc(Cl)c(Cl)c1
[13] CCc1cc(=O)oc2c3c(cc(OCC(=O)NCCC(=O)O)c12)OC(C)(C)CC3
[14] CCOC(=O)C1=C(O)/C(=C/N(C)C)N=C1C
[15] COc1ccc(/C=N/NC(=O)CCc2n[nH]c(=O)[nH]c2=O)cc1OC
[16] O=C(O)c1cc([N+](=O)[O-])c(NCc2cccnc2)c([N+](=O)[O-])c1

assay / compound	9	10	11	12	13	14	15	16
EBI2 block	-4.7	-10.8	3.8	-1.0	-3.9	-3.1	-7.3	-21.1
MPTP block	0.0	0.1	-1.5	-0.8	-1.3	0.6	-0.7	-0.1
Gli-Sufu block	-7.3	-0.1	-12.3	1.0	22.5	1.4	-12.2	-2.2
CCR6 antag	6.4	-18.4	-1.1	0.3	13.4	20.1	5.4	2.1
A3G deaminase	-9.1	-2.3	-2.5	-6.1	-3.7	-5.9	-2.0	-6.1
CXCR6 inh	-3.1	-7.0	4.0	-1.2	-4.4	-2.1	2.1	-5.4
GRIN3A LBD mod	1.5	0.3	2.0	13.1*	-2.2	-0.2	-0.4	-1.4
APOBEC3A inh	-5.7	-2.2	-6.1	-4.4	-1.8	-1.8	-1.4	0.0

[17] CCOC(=O)Cc1csc(NC(=O)COc2ccc(OC)cc2)n1
[18] O=C(Nn1cnc2ccccc2c1=O)c1ccccc1F
[19] COc1ccc(N2CCN(C(=O)COC(=O)/C=C/c3ccc(C(F)(F)F)cc3)CC2)cc1
[20] Cc1cccc(NC(=S)N/N=C/c2ccc(Cl)c([N+](=O)[O-])c2)c1
[21] Cn1c(N)c(C(=O)COC(=O)COc2cc(Cl)c(Cl)cc2Cl)c(=O)n(C)c1=O
[22] COc1ccccc1Cn1c(=S)[nH]c2cc(C(=O)NCC(OC)OC)ccc2c1=O
[23] COc1cccc(C(=O)NCC(c2cccs2)N2CCc3ccccc32)c1 (centres undefined)
[24] CCOC(=O)CSc1nc2cccnc2n1C

assay / compound	17	18	19	20	21	22	23	24
EBI2 block	6.4	3.0	9.7	20.8	-2.7	7.1	15.9	-5.4
MPTP block	8.0	0.1	0.9	1.1	-0.3	-0.4	-0.4	0.3
Gli-Sufu block	1.1	-3.1	0.6	-9.3	1.3	-1.4	-2.5	-1.5
CCR6 antag	7.9	3.3	2.9	-0.8	-10.6	8.2	27.1	-17.7
A3G deaminase	-8.6	0.1	-5.7	-5.4	13.6	-5.9	-2.1	-7.3
CXCR6 inh	1.0	-2.5	4.2	4.9	-4.8	-1.4	6.5	0.4
GRIN3A LBD mod	-2.6	1.2	x	4.5	4.0	1.8	-6.4	2.4
APOBEC3A inh	-3.2	4.8	-5.4	-1.1	3.7	-3.3	-2.0	-0.7

[25] Cc1ccccc1OCC(=O)Nc1nc2ccccc2[nH]1
[26] Cc1cc(C)cc(-n2ncc3c2CCCC3NC(=O)CN2CCCCC2=O)c1 (centres undefined)
[27] COc1cc(C(=O)OCC(=O)NC2CC2)ccc1OCCC(C)C
[28] COc1ccc(NC(=O)c2cc(-c3ccco3)on2)cc1
[29] CC(=O)c1ccc(Nc2c3c(nc4ccccc24)CCCC3)cc1
[30] COc1ccc(C(CNC(=O)c2cccc(NS(=O)(=O)c3ccc(Br)cc3)c2)N(C)C)cc1 (centres undefined)
[31] CCOC(=O)c1ccccc1NC1OC(=O)c2ccccc21 (centres undefined)
[32] COCCN(Cc1cc2cc3c(cc2nc1Cl)OCO3)C(C)=O
[33] CC(NC(=O)c1ccco1)C(c1cccs1)N1CCN(c2ccccc2F)CC1 (centres undefined)

assay / compound	25	26	27	28	29	30	31	32	33
EBI2 block	-6.4	0.6	-16.0	0.4	-41.0	-3.9	-2.7	-8.0	2.6
MPTP block	-1.3	1.2	1.2	0.8	-0.4	31.2	0.2	0.9	-0.9
Gli-Sufu block	3.5	10.8	-14.2	-13.2	19.8	-0.1	-1.1	-6.5	-10.6
CCR6 antag	16.9	2.4	1.5	7.6	15.7	-5.5	6.1	1.3	13.1
A3G deaminase	-7.5	-7.1	-0.5	-0.3	-3.8	-5.8	-6.2	-4.1	-7.0
CXCR6 inh	2.1	-0.2	3.6	-4.2	9.7	3.2	2.2	-4.5	12.2
GRIN3A LBD mod	-0.3	1.5	-0.9	-16.1	1.5	x	1.8	0.3	2.2
APOBEC3A inh	6.5	1.6	-0.4	4.7	-2.4	-0.8	-5.2	-8.4	-4.0
